Bioassay records as filed in PubChem BioAssay.
H1N1 NS1A inhibition – NS1A inhibition, H1N1 influenza, cell based functional assay (AID 504329); NS1A functional cell-based assay, percent inhibition; higher % means a stronger effect; inhibition, % at 12.5 µM, or IC50 in µM where a hit was titrated; 340,000 compounds, 0.3% hits; in the data active means a potency from the dose series; inconclusive means inhibition above about 27% without an active follow-up result; further: strong numbers were not always called active
H37Rv inhibition – M. tuberculosis growth inhibition, HTS (AID 449762); M. tuberculosis H37Rv growth inhibition, 7H9 media; higher % means a stronger effect; inhibition, % at 25 µM, or IC50 in µM where a hit was titrated; 330,000 compounds, 0.59% hits; in the data active means a potency from the dose series; inconclusive means inhibition above about 70% without an active follow-up result;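 further: bacterial growth assessed after seven days of incubation; strong numbers were not always called active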
tuberculosis growth – growth inhibition of non-replicating M. tuberculosis (AID 488890). inhibition, % at 25 µM; hits with a dose series show IC50 in µM. 320,000 compounds, 0.39% hits. Mycobacterium tuberculosis non-replicating, growth inhibition; higher % means a stronger effect; in the data active means a potency from the dose series; inconclusive means inhibition mostly from about 82% at the one dose, without a potency; inactive means the rest, 99 in 100 with inhibition below about 76%;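 further: plate controls were DMSO cells for no effect and high antibiotic wells for full effect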
VEEV TC-83 Vero – inhibitors of VEEV TC-83 cytopathic effect, confirmation, Vero cells (AID 588727); 350,000 compounds, 0.13% hits; inhibition, % at 20 µM, or IC50 in µM where a hit was titrated; Vero cells, VEEV TC-83 cytopathic effect inhibition; higher % means a stronger effect; in the data active means a potency from the dose series; inconclusive means inhibition mostly from about 14% at the one dose, without a potency; inactive means the rest, 99 in 100 with inhibition below about 12%; further: strong numbers were not always called active
PhoP GFP inhibition – PhoP regulon inhibitors, Salmonella typhi PhoP promoter GFP reporter, confirmatory (AID 1850); Salmonella Typhi PhoP-promoter GFP reporter, fluorescence, 4 h; higher % means a stronger effect; one-dose inhibition, % at 50 µM; IC50 in µM for titrated hits; 310,000 compounds, 0.33% hits; in the data active means a potency from the dose series; inconclusive means inhibition mostly from about 25% at the one dose, without a potency; inactive means the rest, 99 in 100 with inhibition below about 19%;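 further: 0% = induced wells with vehicle and 100% = uninduced wells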
VEEV TC-83 Vero 10K pilot screen – second read-out of VEEV TC-83 Vero, no call of its own (marks repeat the call); inhibition, %; measured here: 10K pilot screen inhibition
An asterisk follows results filed as active; i = inactive; ? = inconclusive; · = no result given.

SMILES	H1N1 NS1A inhibition	H37Rv inhibition	tuberculosis growth	VEEV TC-83 Vero	PhoP GFP inhibition	others
O=C(/C=C/c1ccccc1)NC(NC(=S)Nc1ccc(C(=O)O)cc1)C(Cl)(Cl)Cl (stereo unspecified)	1%	7%	11%	i	-5%
O=C(c1cccc(F)c1)N1C2C=CC(C2)C1(C(F)(F)F)C(F)(F)F (stereo unspecified)	-4%	-1%	17%	1.0%	-13%
O=C(NCc1ccccn1)C(=O)NN=C1CCCCCCC1	0%	-3%	-11%	1.2%	1%
Cc1ccc2c(c1)N(Cc1ccc([N+](=O)[O-])cc1)C=NS2(=O)=O	-8%	-5%	9%	0.2%	-9%
Cc1ccc(C(=O)N/N=C/c2ccc(-c3ccccc3[N+](=O)[O-])o2)cn1	0%	-14%	-29%	3.8%	-2%
COc1ccc(Cc2nnc(NCCO)[nH]c2=O)cc1	5%	-4%	-6%	i	1%
COC(=O)c1ccc(Oc2ccc(S(=O)(=O)N3CCCCC3)cc2N)cc1	-17%	6%	10%	i	-4%
Cc1nn(-c2ccccc2)c2c1C(O)CC(C)(C)C2 (stereo unspecified)	5%	1%	-5%	0.2%	-3%
CCc1cc2c(=O)c(-c3nc4ccccc4n3C)c(C)oc2c(CN(CC)CC)c1O	-11%	-6%	-6%	i	-12%
O=C(O)c1sc2cc(Cl)ccc2c1Cl	·	-3%	47%	·	-25%
CC(C(=O)NC1CCCCCC1)c1ccc([N+](=O)[O-])cc1 (stereo unspecified)	-4%	2%	0%	0.7%	-2%
Cn1c(CNc2ccc(F)cc2)nnc1SCC(=O)NNC(=O)Cc1ccccc1	9%	1%	-18%	1.7%	-11%
CN(CC(=O)Nc1ccc(OC(F)(F)F)cc1)C(=O)/C=C/c1ccco1	-2%	6%	35%	1.9%	·
Cc1nonc1NC(=O)OC1CCCCC1	21%	-2%	25%	1.8%	1%
O=C(CC1OC(=O)c2ccccc21)c1ccco1 (stereo unspecified)	3%	4%	-2%	1.8%	10%
OCCNc1cnc2ccccc2n1	-2%	-4%	-12%	0.6%	-3%
O=C(COC(=O)c1ccc(F)c(S(=O)(=O)N2CCOCC2)c1)NC1CCCCC1	-3%	-1%	-5%	0.2%	·
COc1ccc(-n2c(CNC(=O)c3cc(OC)c(OC)c(OC)c3)n[nH]c2=S)cc1	-9%	-1%	0%	2.1%	3%
COC(=O)C(C)Oc1cc(C)ccc1COc1ccc(-n2nc(C)n(C(F)F)c2=O)cc1 (stereo unspecified)	-17%	17µM*	67%	1.7%	-3%
COc1ccc(C2CC3(CC(C)(C)NC(=S)N3)Oc3cc(O)cc(C)c32)cc1OC (stereo unspecified)	5%	12%	16%	2.9%	0%
O=C(NCCc1c[nH]c2ccccc12)C(=O)NCC1OCCN1S(=O)(=O)c1ccccc1 (stereo unspecified)	-3%	-2%	35%	0.6%	-3%
O=C(Nc1ccn(Cc2ccccc2)n1)c1n[nH]c([N+](=O)[O-])c1Cl	-5%	12%	74%	0.9%	-3%
CCCCSc1nc2c(cnn2-c2ccc(C)c(C)c2)c(=O)[nH]1	5%	3%	·	1.8%	-3%
O=C(c1ccc2nc(Cc3ccccc3F)oc2c1)N1CC[C@H](O)C1	-13%	-3%	4%	1.9%	-4%
O=C(O)CSc1nnc(CNc2ccc(Cl)cc2)n1Cc1ccccc1	3%	-10%	3%	1.2%	11%
CC(=O)Nc1ccc(/C(C)=N/NC(=O)c2ccccc2Cl)cc1	0%	-1%	-2%	1.4%	-2%
Cc1cc(C)n2nc(SCc3nnc(SCc4ccccc4Cl)s3)nc2n1	-5%	-3%	-1%	i	-3%
CS(=O)(=O)N(CC(=O)N1CCN(Cc2ccc3c(c2)OCO3)CC1)Cc1ccc(Cl)cc1	22%	5%	19%	0.2%	8%
CCOc1ccc2oc(C(=O)N(CCOC)c3c(N)n(CC(C)C)c(=O)[nH]c3=O)c(C)c2c1	-6%	-6%	8%	2.7%	·
CCC(=O)Nc1ccc(N2CCN(C(=O)c3ccco3)CC2)c(Cl)c1	1%	·	·	5.4%	·
O=c1[nH]c(C2CCCN(S(=O)(=O)c3ccccc3Cl)C2)nc2c1nnn2Cc1ccc2c(c1)OCCO2 (stereo unspecified)	1%	?	24%	5.3%	1%
CCOc1ccc(OCCOCCN2CCOCC2)cc1	18%	0%	-9%	0.6%	7%
O=c1cc(CN2CCN(c3ccc(F)cc3)CC2)c2cc3c(cc2o1)CCCC3	14%	-11%	-15%	0.6%	-16%
COc1ccc(C(=O)CSc2nnc(-c3ccco3)o2)cc1	13%	1%	77%	2.0%	-1%
O=C(NNS(=O)(=O)c1ccc(C(=O)NC2CCCC2)cc1)c1ccncc1	-4%	-5%	-4%	2.8%	-1%
CC1CC(C)CN(C(=O)COC(=O)C2CCN(S(=O)(=O)c3c(Cl)cccc3Cl)CC2)C1 (stereo unspecified)	0%	1%	12%	3.2%	-6%
Cc1ccc(N(CC(=O)Nc2cc(Cl)ccc2Oc2ccccc2)S(C)(=O)=O)c(C)c1	-7%	11%	9%	3.1%	1%
COc1ccc2nc(NC(=O)c3cccc(OCc4c(C)noc4C)c3)sc2c1	-6%	-1%	43%	6.1%	-2%
N#CCCSc1ccccc1NC(=O)c1cc(=O)c2ccccc2o1	4%	-1%	3%	4.9%	-6%
O=C1NCCN1c1ncc([N+](=O)[O-])s1	-3%	6%	4%	1.1%	41µM*

Compounds from the list above that contain a CF3 group, in the order listed:
SMILES	H1N1 NS1A inhibition	H37Rv inhibition	tuberculosis growth	VEEV TC-83 Vero	PhoP GFP inhibition	others
O=C(c1cccc(F)c1)N1C2C=CC(C2)C1(C(F)(F)F)C(F)(F)F (stereo unspecified)	-4%	-1%	17%	1.0%	-13%
CN(CC(=O)Nc1ccc(OC(F)(F)F)cc1)C(=O)/C=C/c1ccco1	-2%	6%	35%	1.9%	·

Arranged by length of the SMILES (high to low): some entries from above.
SMILES	H1N1 NS1A inhibition	H37Rv inhibition	tuberculosis growth	VEEV TC-83 Vero	PhoP GFP inhibition	others
O=C(COC(=O)c1ccc(F)c(S(=O)(=O)N2CCOCC2)c1)NC1CCCCC1	-3%	-1%	-5%	0.2%	·
O=C(c1cccc(F)c1)N1C2C=CC(C2)C1(C(F)(F)F)C(F)(F)F (stereo unspecified)	-4%	-1%	17%	1.0%	-13%
COc1ccc2nc(NC(=O)c3cccc(OCc4c(C)noc4C)c3)sc2c1	-6%	-1%	43%	6.1%	-2%
CCC(=O)Nc1ccc(N2CCN(C(=O)c3ccco3)CC2)c(Cl)c1	1%	·	·	5.4%	·
COc1ccc(C(=O)CSc2nnc(-c3ccco3)o2)cc1	13%	1%	77%	2.0%	-1%
COc1ccc(Cc2nnc(NCCO)[nH]c2=O)cc1	5%	-4%	-6%	i	1%

Further structures:
SMILES	H1N1 NS1A inhibition	H37Rv inhibition	tuberculosis growth	VEEV TC-83 Vero	PhoP GFP inhibition	others
CCOc1ccccc1CN1CCN(Cc2cccc3c2OCO3)CC1CCO (stereo unspecified)	7%	9%	2%	0.4%	-8%
C=C(C)C1CC=C(CN2CCC(O)CC2)CC1 (stereo unspecified)	-3%	-1%	-13%	0.2%	1%
COCCNC(=O)/C(C#N)=C/c1ccc(O)cc1	-2%	-2%	-3%	1.1%	-7%
COC(CNC(=O)c1ccc2c(c1)ncn2-c1cc(C)cc(C)c1)OC	-23%	2%	15%	2.2%	6%
CCOc1ccc(C(=O)CSCC(=O)O)cc1	15%	-18%	19%	0.2%	3%
O=C(CCN1C(=O)/C(=C/c2cccc(Br)c2)SC1=S)NNC(=O)c1cccnc1	10%	·	·	1.8%	-4%
COC(=O)c1ccc(NC(=S)Nc2cccc(C)n2)cc1	2%	-2%	25%	0.8%	-15%
Nc1nonc1-n1nnc(C(=O)N/N=C/c2ccccc2O)c1CN1CCCC1	11µM*	-5%	4%	9.9%	40%
CC1=CC2=NC(=O)/C(=C\c3cc(C)n(-c4ccc(F)cc4)c3C)C(=N)N2O1	-6%	-3%	7%	0.4%	-9%
CCN(C[C@H]1N[C@@](CC)(C(=O)OC)[C@H]2C(=O)N(Cc3ccccc3)C(=O)[C@@H]12)C(=O)NC(C)C	-2%	-2%	0%	i	·
COc1ccccc1NC(=O)Cc1noc(CSc2nnc(C(F)(F)F)n2C)n1	1%	6%	2%	1.7%	8%
NN1C(=O)/C(=C\c2ccco2)SC1=S	·	5%	-9%	1.0%	-17%
COc1ccc(S(=O)(=O)NNc2nc(C)cc(C)n2)cc1[N+](=O)[O-]	-7%	-15%	1%	3.4%	-3%
COc1ccc(CNC(=O)C2CCCN(C(=O)Nc3ccccc3OC)C2)cc1 (stereo unspecified)	-2%	13%	-4%	0.5%	10%
CCOC(=O)C1=C(C)N=c2s/c(=C/c3cccc([N+](=O)[O-])c3O)c(=O)n2C1c1cc(OC)c(OC)c(OC)c1 (stereo unspecified)	20%	5%	26%	1.9%	1%
O=c1[nH]c(CSc2nc(-c3ccc(F)cc3)cs2)nc2ccccc12	-4%	-8%	-6%	0.3%	-2%
CCOC(=O)C1CCN(S(=O)(=O)c2ccccc2[N+](=O)[O-])CC1	·	-5%	7%	i	1%
CCOC(=O)C1CCN(C(=O)COC(=O)c2oc3ccc(OC)cc3c2C)CC1	-10%	-2%	-9%	1.8%	·
COc1cc2c(cc1NC(=O)c1cccnc1)CCCC2	-3%	-2%	-9%	3.7%	-9%
CCOC(=O)C1Sc2[nH]c(=O)sc2C(c2ccc(Cl)cc2)C1C(=O)OCC (stereo unspecified)	-6%	-1%	62%	5.8%	-9%
COc1ccc(OC)c(C(=O)NC(CC(N)=O)c2ccc(NCCN3CCCCC3)c([N+](=O)[O-])c2)c1 (stereo unspecified)	5%	1%	-17%	0.8%	-1%	VEEV TC-83 Vero 10K pilot screen=0.3
CCN1CCN(C(=O)C(N)Cc2ccccc2)CC1 (stereo unspecified)	-13%	-1%	9%	0.5%	-3%
Cc1nnc(SCC(=O)OC2CC(C)CCC2C(C)C)[nH]c1=O (stereo unspecified)	-8%	-8%	2%	2.8%	-1%
Cc1ccc(C(=O)NCc2cccs2)cc1S(=O)(=O)N1CCCCC1	1%	2%	-3%	i	0%
CCOC(=O)c1sc(NC(=O)CSc2nc(O)c(Cc3ccccc3)c(=O)[nH]2)nc1C	10%	8%	4%	0.8%	12%
CCc1cccc(CC)c1NC(=O)COn1nnc2ccc(C(F)(F)F)cc21	-11%	8%	11%	0.8%	5%
Cc1ccc2c(c1)C(=O)C(=O)N2CCCOc1ccccc1C	16%	4%	77%	2.2%	0%
Cc1cccc(N(CC(=O)NC2CCCCC2)C(=O)CCCC(=O)Nc2ccccn2)c1C	6%	-2%	2%	3.2%	-2%
O=S(=O)(NCc1cccnc1)c1ccc2ccccc2c1	10%	3%	-3%	0.5%	13%
Cc1ccc(CNc2nc(Cl)c(C#N)s2)cc1	4%	8%	33%	1.2%	-3%
O=C(COC(=O)c1ccc([N+](=O)[O-])o1)NC1CCCc2ccccc21 (stereo unspecified)	-11%	?	?	i	·
CCOC(=O)N1CCN(C(=O)CCn2c(=S)[nH]c3ccccc3c2=O)CC1	-2%	-3%	-5%	1.9%	2%
O=C(Cn1cnc2c(cnn2-c2ccc(F)cc2)c1=O)N1CCCc2ccccc21	2%	0%	2%	5.3%	9%
CN(C)C(=O)c1c([N+](=O)[O-])ncn1C	-11%	-8%	2%	i	-2%
CCOc1c(N2CCOCC2)c(=O)c1=O	-19%	-1%	-9%	1.8%	3%
CCCCC(=O)Nc1ccc2c(c1)nc1n2CCSC1	10%	-3%	6%	1.6%	5%
CC(C)(C)c1nn(-c2ccccc2)c2[nH]c(=O)c(C=O)cc12	-14%	-2%	25%	0.2%	-6%
CN(C)c1ccc2c(c1)Sc1cc(N(C)C)ccc1N2C(=O)c1ccccc1	24%	4%	41%	1.2%	3%
COc1cccc2cc(C(=O)Nc3cc(C)cc(C)c3)/c(=N/NS(=O)(=O)c3ccccc3)oc12	-4%	-1%	-6%	1.9%	-30%
COc1ccc(NC(=O)c2c(N)cnn2C)cc1	-3%	-4%	7%	0.6%	0%
Cc1ccc(C(=O)CSc2nc3c([nH]2)c(=O)n(C)c(=O)n3C)cc1	13%	-5%	43%	i	7%
CCOC(=O)CSc1n[nH]c(NC(=O)c2cccc(C(F)(F)F)c2)n1	1%	0%	20%	i	10%
Cc1cc(Cc2ccc(N)c(C)c2)ccc1N	15%	-5%	18%	0.1%	1%
CC(=O)c1cccc(NC(=O)COC(=O)[C@@H](NC(=O)OCc2ccccc2)C(C)C)c1	-6%	-1%	44%	2.4%	-13%
CCOC(=O)Cc1csc(NC(=O)CCN2C(=O)c3ccccc3C2=O)n1	1%	2%	6%	i	-4%
